Compound activity: PubChem, several laboratories
V-ATPase pH: regulators of yeast V-ATPase proton pumping, primary screen, pHLuorin cytosolic pH fluorescence; S. cerevisiae; response, % at 10 µM; AID 504577, 2011; 350,000 compounds, 0.37% hits; in the data active = response mostly above about 7.3%, no sharp cut-off; inactive = mostly below about 5.4%; note: actives read high; inactives centre near 0; some compounds called inactive have numbers as strong as hits; reference of the scale not given here
MITF act: activators of MITF-driven TRPM1 promoter reporter, primary screen, cell-based, SK-MEL-5, luciferase, single point | SK-MEL-5 TRPM1-promoter luciferase, 24 h; % of positive control, neutral wells = 0 | 300,000 compounds, 0.75% hits | activation, % at 12.5 µM | AID 588334, 2011;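 active = mean activation of at least 80% with every replicate also reaching 80%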;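 note: 0% = neutral control wells and 100% = parthenolide positive control wells; values of inactives mirror those of a sister screen read the other way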
HTR5A ag: HTR5A agonists in luminescence cell assay, primary screen, counter-screen for OPRM1-OPRD1 heterodimer agonist project, full-deck HTS. 5-hydroxytryptamine receptor 5A (Homo sapiens), P47898. 340,000 compounds, 0.61% hits. cell-based. activation, % at 9.3 µM; in the data active = activation mostly above about 9.5%, no sharp cut-off; inactive = mostly below about 7.6%;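 note: 0% = cells with vehicle only and 100% = reference agonist; strong numbers were not always called active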
dFosB activator: activators of delta FosB homodimer, primary screen, biochemical, fluorescence polarization, TAMRA-CDK5 oligo, single point. purified delta FosB; percent of positive-control signal above neutral wells. AID 493131, 2011. 340,000 compounds, 0.99% hits. activation, % at 25 µM. Protein FosB (Mus musculus), P13346;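 active = mean activation above about 17%, with every replicate also reaching it, limit read from the data, passing the limit was not always enough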;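 note: fluorescence polarization rise as delta FosB binds a TAMRA Cdk5 AP-1 oligo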
Target sequence (P13346 whole entry, looked up): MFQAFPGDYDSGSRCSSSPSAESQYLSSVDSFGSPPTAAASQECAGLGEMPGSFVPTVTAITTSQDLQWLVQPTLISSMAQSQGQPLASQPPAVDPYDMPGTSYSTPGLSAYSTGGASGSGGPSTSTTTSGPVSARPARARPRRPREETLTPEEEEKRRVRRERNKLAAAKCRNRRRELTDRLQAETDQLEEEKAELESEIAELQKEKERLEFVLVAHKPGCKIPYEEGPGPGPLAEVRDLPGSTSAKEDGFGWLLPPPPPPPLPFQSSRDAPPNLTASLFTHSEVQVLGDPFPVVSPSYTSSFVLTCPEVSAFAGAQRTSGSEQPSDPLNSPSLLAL
NSD2 HMT inh: NSD2 histone methyltransferase inhibitors, primary screen, biochemical, AlphaScreen, single concentration, set 2. Histone-lysine N-methyltransferase NSD2 (Homo sapiens), O96028. NSD2 peptide methylation, 120 min. inhibition, % at 12.5 µM. 310,000 compounds, 0.54% hits. AID 743445, 2014; in the data active = inhibition above about 50%
PvdQ acylase: P. aeruginosa PvdQ acylase inhibitors, primary screen, biochemical, fluorescence, plate reader and imaging, single point | PvdQ acylase [Pseudomonas aeruginosa LESB58] | purified PvdQ acylase | inhibition, % at 10 µM | 340,000 compounds, 0.063% hits | AID 488965, 2010; in the data active = inhibition above about 30%, passing the limit was not always enough;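 note: 0% = vehicle neutral wells and 100% = reference inhibitor wells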
CDK5 inh: inhibitors of human CDK5/p35 kinase, primary screen, biochemical, single concentration | Cyclin-dependent kinase 5 (Homo sapiens) + Cyclin-dependent kinase 5 activator 1 (Homo … | Recombinant CDK5/p35, ADP-Glo luminescence, 60 min | inhibition, % at 10 µM | 330,000 compounds, 0.01% hits | AID 488839, 2010;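 active = highest replicate inhibition of at least 50% and at least 75% of replicates reaching 50%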;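 note: plate controls were DMSO neutral control for no effect and GW8510 at 10 µM for full effect; many of its hits are not listed in these tables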
Target sequence (Q00535 whole entry, looked up): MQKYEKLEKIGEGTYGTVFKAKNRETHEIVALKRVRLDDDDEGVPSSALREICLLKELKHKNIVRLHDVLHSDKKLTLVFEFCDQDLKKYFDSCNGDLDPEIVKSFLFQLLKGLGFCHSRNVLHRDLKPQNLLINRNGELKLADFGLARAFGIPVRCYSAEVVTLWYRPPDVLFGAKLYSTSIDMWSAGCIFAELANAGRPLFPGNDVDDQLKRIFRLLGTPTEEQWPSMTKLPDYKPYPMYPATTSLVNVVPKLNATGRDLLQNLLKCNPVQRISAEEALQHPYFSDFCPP
Target sequence (Q15078 whole entry, looked up): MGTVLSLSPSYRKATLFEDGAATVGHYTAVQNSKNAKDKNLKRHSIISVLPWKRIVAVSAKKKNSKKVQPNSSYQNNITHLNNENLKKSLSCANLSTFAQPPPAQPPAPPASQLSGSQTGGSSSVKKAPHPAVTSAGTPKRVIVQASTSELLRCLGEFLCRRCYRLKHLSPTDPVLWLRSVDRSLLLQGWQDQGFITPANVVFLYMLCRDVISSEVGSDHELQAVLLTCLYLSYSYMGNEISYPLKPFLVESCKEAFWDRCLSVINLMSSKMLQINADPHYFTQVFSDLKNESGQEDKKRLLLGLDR
Wnt act: Wnt/beta-catenin pathway activators, primary screen, cell-based, plate reader, single point. Wnt/beta-catenin reporter cell assay, activator. activation, % at 9.35 µM. 300,000 compounds, 1.2% hits. AID 743398, 2014; in the data active = activation above about 30%, passing the limit was not always enough;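 note: 0% = neutral control wells and 100% = positive control wells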
HTR5A inv ctr: HTR5A inverse agonists in luminescence cell assay, primary screen, counter-screen for OPRM1-OPRD1 heterodimer inverse agonist project, full-deck HTS; 5-hydroxytryptamine receptor 5A (Homo sapiens), P47898; HTR5A cell line, inverse agonism; inhibition, % at 9.3 µM; 340,000 compounds, 0.083% hits; AID 504634, 2011; in the data active = inhibition mostly above about 23%, no sharp cut-off; inactive = mostly below about 18%;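 note: 0% = cells with DMSO and 100% = no-cell wells with DMSO; some compounds called inactive have numbers as strong as hits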
SR-BI DiI inh: inhibitors of SR-BI mediated HDL lipid uptake, primary screen, ldlA[mSR-BI] cells, fluorescence, single point; Scavenger receptor class B member 1 (Mus musculus), Q61009; ldlA[mSR-BI] CHO cells, DiI-HDL uptake fluorescence, 3 h; inhibition, % at 12.5 µM; 320,000 compounds, 0.96% hits; AID 488896, 2010;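 active = mean replicate inhibition of at least 70% and a set share of replicates each scoring 70 or more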;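 note: 0% = median of neutral control wells and 100% = median of positive control wells; values of inactives mirror those of a sister screen read the other way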
Starred values were filed as active, the others as inactive; x = not tested or not shown; & = joins results of further samples. Compounds as they come. Share with any hit: about 5%.

The first 2 compounds as a preview:
SMILES	V-ATPase pH	MITF act	HTR5A ag	dFosB activator	NSD2 HMT inh	PvdQ acylase	CDK5 inh	Wnt act	HTR5A inv ctr	SR-BI DiI inh
O=C(Cc1c(F)c(F)c(F)c(F)c1F)Nc1nc(-c2ccccc2)cs1	-3	6	5	-2	-8	-6	1.2	-2	-13	19
CCc1ccc(N2CC(C(=O)N/N=C/c3ccccc3OC)CC2=O)cc1 (stereo not drawn)	5	-5	7	-10	0	-11	-1.5	4	-20	x

Results, repeating the preview:
SMILES	V-ATPase pH	MITF act	HTR5A ag	dFosB activator	NSD2 HMT inh	PvdQ acylase	CDK5 inh	Wnt act	HTR5A inv ctr	SR-BI DiI inh
O=C(Cc1c(F)c(F)c(F)c(F)c1F)Nc1nc(-c2ccccc2)cs1	-3	6	5	-2	-8	-6	1.2	-2	-13	19
CCc1ccc(N2CC(C(=O)N/N=C/c3ccccc3OC)CC2=O)cc1 (stereo not drawn)	5	-5	7	-10	0	-11	-1.5	4	-20	x
Cc1ccc(NC(=O)CC2S/C(=N/N=C/c3c[nH]c4ccccc34)NC2=O)cc1 (stereo not drawn)	-4	1	-4	0	-3	1	-0.5	x	11	56
COc1ccccc1N(C(=O)c1snc(C(N)=O)c1N)C(C(=O)NCCC(C)C)c1ccco1 (stereo not drawn)	2	5	-1	2	4	-5	-0.6	x	-15	-59
O=C(CSc1ncnc2c1nnn2Cc1ccccc1)NC1CCCCC1	-2	-12	0	14	-1	-18	0.1	-1	13	12
O=C(O)c1ccc2c(=O)n3c(nc2c1)/C(=C/c1ccc(Cl)c([N+](=O)[O-])c1)CC3	-2	6	-2	1	5	-5	0.0	-3	5	x
COc1ccc(CCNC(=O)c2ccc(CSc3ccccc3)o2)cc1	3	15	-4	-2	x	-18	0.9	-4	-12	-18
O=C1CCc2ccccc2N1	2	3	5	-3	1	4	-1.8	5	-14	-12
COc1ccc(S(=O)(=O)N2CCN(C)CC2)cc1NC(=O)c1ccccc1	6	x	4	-6	26	-14	-0.8	0	-10	x
CCN(CC(=O)Nc1ccccc1OC)C(=O)CN1C(=O)NC(C)(c2ccccc2)C1=O (stereo not drawn)	4	-12	2	-6	-2	-1	0.2	-2	11	9
Clc1cccc2sc(-c3nnc(-c4ccccc4)o3)c(Cl)c12	-55	35	0	-4	-4	-5	1.4	x	-7	-15
CCOC(=O)c1ccc(S(=O)(=O)N2CCN(C(=O)c3cccc(S(=O)(=O)N4CC(C)OC(C)C4)c3)CC2)cc1 (stereo not drawn)	-3	-2	-9	-1	-6	-2	-0.1	-5	22	6
Cc1ccc2nc(SCCC#N)nc(C)c2c1	-2	5	0	-7	0	-11	0.1	x	9	22
Cc1ccc(S(=O)(=O)Nc2ccc(S(=O)(=O)N3CCOCC3)cc2)cc1	2	-4	-3	-5	-1	-8	-2.6	-1	-23	6
CCC(C)(C(=O)NC1CCCCC1)N(C(=O)CC1NC(=O)NC1=O)c1c(C)n(C)n(-c2ccccc2)c1=O (stereo not drawn)	0	-1	0	-4	-2	-18	0.1	1	-20	-8
CCOc1ccc(-c2nn(-c3ccccc3)cc2/C=C2\SC(=S)N(C3CCS(=O)(=O)C3)C2=O)cc1 (stereo not drawn)	-7	-5	6	-10	x	5	1.1	x	-5	5
Cn1c(SCc2nc3ccccc3s2)nnc1-c1cccs1	0	21	11	-6	4	7	0.4	x	-28	-2
CSc1ncccc1C(=O)OCC(=O)NCc1ccc2c(c1)OCO2	1	-1	-7	9	-1	-3	0.5	-2	17	-6
COc1ccc(C(=O)NCCSCc2ccc(C)cc2)cc1	-2	-8	-4	-5	-2	-12	0.7	x	-5	-4
Brc1ccc(OCc2nc(-c3ccccn3)n[nH]2)cc1	-2	14	-4	-5	1	-1	-2.6	x	8	-4
Cc1ccc(C(=O)Nc2cc3c(cc2N2CCCCC2)n(C)c(=O)n3C)cc1	-1	9	-2	1	x	-14	0.4	x	2	1
COc1ccc(-n2c(SCC#N)nc3c(sc(=S)n3-c3ccccc3)c2=O)c(OC)c1	8	-5	-1	-2	3	9	0.5	-1	5	24
O=C(NC1CCCC1)C(c1cccnc1)N(Cc1ccccc1F)C(=O)c1csnn1 (stereo not drawn)	-1	-6	1	-4	-4	-9	0.8	-5	2	-8
C/C(=N\NC(=O)c1ccc2c(c1)OCO2)c1ccc(O)cc1	9	18	0	7	3	-7	0.1	6	10	x
CC1CCCN(C(=O)COc2ccc(Nc3ccccc3)cc2)C1 (stereo not drawn)	1	0	6	-4	14	-8	-0.2	3	-6	-5
CCOC(=O)C1CCN(C(=O)CCc2nnc3ccc(N4CCC(C)CC4)nn23)CC1	0	-10	2	-5	-3	-16	2.6	-3	-7	-8
COc1ccc(C2(C)NC(=O)N(CC(=O)c3cc(C)n(C4CC4)c3C)C2=O)cc1OC (stereo not drawn)	0	-9	-5	-9	27	-17	2.2	0	12	-1
Nc1nnc2c(C(F)(F)F)nc3ccccc3n12	-3	21	3	2	0	3	3.5	-1	-12	-5
CCN(CC)S(=O)(=O)c1ccc2oc(C(=O)NC(C)C)c(C)c2c1	-4	x	-4	-12	x	4	-0.3	-3	-40	37
CN(C)c1ccncc1C(=O)Nc1ccc(F)cc1F	7	x	3	-3	0	8	-0.5	-2	14	-13
CSc1nc2nccc(/C=C\c3ccccc3)n2n1	5	-23	3	-17	2	-10	-0.5	1	-9	11
Cc1ccc(-n2ncc3c2CCCC3NC(=O)CCN2CCCC2=O)cc1C (stereo not drawn)	1	-10	3	-8	3	-6	0.4	-1	14	-13
COc1cccc(OCc2ccc(C(=O)NCC3CCCO3)cc2)c1 (stereo not drawn)	4	-3	2	-8	-2	-16	-0.6	0	-2	12
CC(C)NC(=O)COc1nncc2ccccc12	1	3	-2	-4	-5	-10	-1.4	0	5	-1
O=C(CN1CCOCC1)N/N=C/c1ccc(-c2ccc(C(=O)O)cc2)o1	-1	-3	10	-3	1	12	0.1	12	3	x
O=C(CC(Nc1ccc(F)cc1)C(=O)OCC(=O)c1cccs1)c1ccccc1 (stereo not drawn)	1	48	6	-2	-3	-14	1.3	-4	-18	-30
CCOC(=O)CSc1ccc(S(=O)(=O)N2CCC(C)CC2)cc1[N+](=O)[O-]	0	-5	3	-1	-3	-4	1.9	-4	9	34
CCc1nc2nc(C)c(NS(=O)(=O)c3ccc(Br)s3)c(=O)n2[nH]1	1	1	8	-1	1	16	-0.5	11	-24	x
Cc1oc2ccc(OS(C)(=O)=O)cc2c1C(=O)OC(C)C	4	-12	-3	-9	-11	-15	0.9	1	9	7
COc1ccc2cc([C@H](C)C(=O)O)ccc2c1	-4	43	-4	0	x	6	0.2	1&-1	16	31
CC1CCN(C(=O)C2CCN(c3nnc(-n4cccc4)s3)CC2)CC1	0	-7	1	-5	1	-12	-0.7	-1	-6	5
Cc1cc(C(=O)OCC(=O)N2CCOCC2)c2ccccc2n1	1	3	2	-9	x	-3	0.4	x	-5	-5
Cc1ccc(-c2nn3nnnc3c3ccccc23)cc1C	7.7*	x	4	-6	16	-15	-2.3	x	-13	13
CCOC(=O)c1sc(N/N=C/c2cc(Br)c(O)c(OC)c2)nc1C	-3	x	1	3	-3	-5	0.3	-1	-5	61
COc1cc2nc(CN3CCN(S(=O)(=O)c4ccccc4)CC3)[nH]c(=O)c2cc1OC	-6	-11	2	-17	-2	-13	-1.9	-2	0	-3
O=C(CCn1c(=O)c2sccc2n(CC(=O)NCc2ccco2)c1=O)NCc1ccccc1	2	-3	-1	12	0	-9	-1.7	-3	-18	-32
CCOC(=O)C(NCCc1ccccc1F)(NC(=O)CC)C(F)(F)F (stereo not drawn)	-2	5	7	2	-2	8	0.1	-1	-19	-20
O=C(Nc1nnc(-c2ccco2)o1)c1ccc2ccccc2c1	0	7	5	0	-5	8	0.7	x	22	-12
CC1=NN2C(=N)/C(=C\c3cc(C)n(-c4ccc(C)cc4)c3C)C(=O)N=C2S1	-2	-1	-1	4	4	8	0.0	2	13	31
Cc1noc(C)c1COc1ccc(C(=O)OCC(=O)c2ccc3c(c2)OCCO3)cc1	4	3	5	-4	-3	-11	-1.8	-3	-16	43

(list continues)
SMILES	V-ATPase pH	MITF act	HTR5A ag	dFosB activator	NSD2 HMT inh	PvdQ acylase	CDK5 inh	Wnt act	HTR5A inv ctr	SR-BI DiI inh
Cc1cc(NC(=O)c2cc(-c3ccc(Br)cc3)on2)no1	10*	8	9	-1	-11	-1	0.0	9	-25	-15
COc1cc(NC(=S)NC(=O)c2ccc(C(C)(C)C)cc2)ccc1NC(=O)c1cccs1	5	9	-1	-2	0	3	-1.3	-11	1	40
COC(=O)c1ccccc1NC(=S)NC(=O)COc1ccccc1Cl	-4	14	-2	-14	0	-17	-0.4	19	4	25
COc1ccccc1NS(=O)(=O)c1cccc(C(=O)N2CCN(C/C=C/c3ccccc3)CC2)c1	4	-7	5	-14	48	-11	-0.1	0	-2	34
CCOc1ccc(CCNC(=O)COC(=O)c2cc([N+](=O)[O-])ccc2N2CCOCC2)cc1OCC	2	-1	-2	-4	8	1	-0.5	0	8	62
O=S(=O)(c1ccc(SCc2ccccc2F)nc1)N1CCCC1	1	22	-1	-11	-3	-6	0.3	5	2	-10
COC(=O)[C@@H]1C[C@H]2CC[C@H](O)C[C@H]2N1Cc1ccc(C(C)(C)C)cc1	-6	-1	-3	8	x	20	0.7	-1	-32	4
Clc1ccc(-c2nc(Cc3ccccc3Cl)no2)cc1	-2	68	-1	2	24	-15	0.7	x	4	26
COc1cc(/C(C)=N/N2CCN(c3ccccc3OC)CC2)ccc1O	-4	x	1	2	5	-4	-1.1	1	-4	40
Cc1ccc(Nc2nc(N)nc(-c3oc4ccccc4c3C)n2)cc1	2	14	5	76*	x	-3	0.6	x	-13	13
FC(F)Sc1ccc(N=C2NN=C(c3ccc4c(c3)OCCO4)CS2)cc1	0	x	4	-10	2	-20	-1.6	x	-3	-10
CN(C)C(=O)c1ccccc1-c1ccccc1	1	1	4	-2	0	-13	0.0	-2	-16	-9
CCc1ccc(N2CCN(CCNC(=O)Nc3ccc(OC)cc3)CC2)cc1	2	11	2	-18	-3	-14	0.5	-2	-9	9
O=C(COC(=O)C1Cc2ccccc2CN1C(=O)c1ccccc1)Nc1ccc(SC(F)F)cc1 (stereo not drawn)	-4	11	-3	-5	0	2	-0.8	-3	-20	13
Cc1cccn2c(CN(C)C3CCOC3)c(C(=O)N3CCCCC3)nc12 (stereo not drawn)	-1	-11	2	-5	-4	-8	0.0	0	11	-12
Cc1cc(N=Nc2ccccc2)cc(C)c1NC(=O)C(F)(F)F	-11	107*	1	-8	2	8	3.4	43*	-5	1
CCOC(=O)CN1N=C(/C=C/c2ccc(OC)cc2)CCC1=O	3	x	0	-2	-2	10	0.3	x	10	-47
CCCCn1c(NC(=S)Nc2ccccc2)nc2ccccc21	-8	-5	0	-9	-5	5	2.5	x	-10	3
